Source: PubChem BioAssay
FadD28 FP inh – inhibitors of Mycobacterium tuberculosis FadD28 bisubstrate binding; FadD28 bisubstrate probe binding, fluorescence polarization; inhibition, % at 12.5 µM; 360,000 tested, 0.22% active; AID 588549; in the data active means inhibition above about 8.5%, passing the limit was not always enough; inconclusive means no clear call, values can overlap the other calls
PrPC surface inh – inhibitors of human cell surface prion protein PrPC; inhibition, % at 13.8 µM; TR-FRET read-out; P04156; 370,000 tested, 0.43% active; in the data active means inhibition above about 24%; further: 0% = median of the test wells and 100% = reference compound wells
PfHsp40 yeast – compounds rescuing yeast from Plasmodium falciparum HSP40 toxicity. 340,000 tested, 0.68% active. S. cerevisiae expressing PfHsp40, growth rescue, ATP luminescence. growth rescue, % at 12.5 µM; in the data active means growth rescue above about 28%, passing the limit was not always enough; inconclusive means no clear call, values can overlap the other calls;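 further: yeast W303a lacking pdr1 and pdr3 grown in galactose medium; growth measured after three days at 30 °C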
Yp Topo-I inh – inhibitors of Yersinia pestis topoisomerase I; Y. pestis Topo-I cleavage product accumulation, plate reader; activity, % at 10 µM; 360,000 tested, 0.064% active; AID 504884; in the data active means activity above about 50%, passing the limit was not always enough; inconclusive means no clear call, values can overlap the other calls; further: inactives centre near 2
TcdB GH inh – blocks C. difficile toxin B glycohydrolase activity; P18177; TcdB glycohydrolase enzymatic assay, plate reader; inhibition, % at 9.99 µM; 350,000 tested, 0.24% active; in the data active means inhibition above about 10%
Target sequence (P18177 whole entry, looked up): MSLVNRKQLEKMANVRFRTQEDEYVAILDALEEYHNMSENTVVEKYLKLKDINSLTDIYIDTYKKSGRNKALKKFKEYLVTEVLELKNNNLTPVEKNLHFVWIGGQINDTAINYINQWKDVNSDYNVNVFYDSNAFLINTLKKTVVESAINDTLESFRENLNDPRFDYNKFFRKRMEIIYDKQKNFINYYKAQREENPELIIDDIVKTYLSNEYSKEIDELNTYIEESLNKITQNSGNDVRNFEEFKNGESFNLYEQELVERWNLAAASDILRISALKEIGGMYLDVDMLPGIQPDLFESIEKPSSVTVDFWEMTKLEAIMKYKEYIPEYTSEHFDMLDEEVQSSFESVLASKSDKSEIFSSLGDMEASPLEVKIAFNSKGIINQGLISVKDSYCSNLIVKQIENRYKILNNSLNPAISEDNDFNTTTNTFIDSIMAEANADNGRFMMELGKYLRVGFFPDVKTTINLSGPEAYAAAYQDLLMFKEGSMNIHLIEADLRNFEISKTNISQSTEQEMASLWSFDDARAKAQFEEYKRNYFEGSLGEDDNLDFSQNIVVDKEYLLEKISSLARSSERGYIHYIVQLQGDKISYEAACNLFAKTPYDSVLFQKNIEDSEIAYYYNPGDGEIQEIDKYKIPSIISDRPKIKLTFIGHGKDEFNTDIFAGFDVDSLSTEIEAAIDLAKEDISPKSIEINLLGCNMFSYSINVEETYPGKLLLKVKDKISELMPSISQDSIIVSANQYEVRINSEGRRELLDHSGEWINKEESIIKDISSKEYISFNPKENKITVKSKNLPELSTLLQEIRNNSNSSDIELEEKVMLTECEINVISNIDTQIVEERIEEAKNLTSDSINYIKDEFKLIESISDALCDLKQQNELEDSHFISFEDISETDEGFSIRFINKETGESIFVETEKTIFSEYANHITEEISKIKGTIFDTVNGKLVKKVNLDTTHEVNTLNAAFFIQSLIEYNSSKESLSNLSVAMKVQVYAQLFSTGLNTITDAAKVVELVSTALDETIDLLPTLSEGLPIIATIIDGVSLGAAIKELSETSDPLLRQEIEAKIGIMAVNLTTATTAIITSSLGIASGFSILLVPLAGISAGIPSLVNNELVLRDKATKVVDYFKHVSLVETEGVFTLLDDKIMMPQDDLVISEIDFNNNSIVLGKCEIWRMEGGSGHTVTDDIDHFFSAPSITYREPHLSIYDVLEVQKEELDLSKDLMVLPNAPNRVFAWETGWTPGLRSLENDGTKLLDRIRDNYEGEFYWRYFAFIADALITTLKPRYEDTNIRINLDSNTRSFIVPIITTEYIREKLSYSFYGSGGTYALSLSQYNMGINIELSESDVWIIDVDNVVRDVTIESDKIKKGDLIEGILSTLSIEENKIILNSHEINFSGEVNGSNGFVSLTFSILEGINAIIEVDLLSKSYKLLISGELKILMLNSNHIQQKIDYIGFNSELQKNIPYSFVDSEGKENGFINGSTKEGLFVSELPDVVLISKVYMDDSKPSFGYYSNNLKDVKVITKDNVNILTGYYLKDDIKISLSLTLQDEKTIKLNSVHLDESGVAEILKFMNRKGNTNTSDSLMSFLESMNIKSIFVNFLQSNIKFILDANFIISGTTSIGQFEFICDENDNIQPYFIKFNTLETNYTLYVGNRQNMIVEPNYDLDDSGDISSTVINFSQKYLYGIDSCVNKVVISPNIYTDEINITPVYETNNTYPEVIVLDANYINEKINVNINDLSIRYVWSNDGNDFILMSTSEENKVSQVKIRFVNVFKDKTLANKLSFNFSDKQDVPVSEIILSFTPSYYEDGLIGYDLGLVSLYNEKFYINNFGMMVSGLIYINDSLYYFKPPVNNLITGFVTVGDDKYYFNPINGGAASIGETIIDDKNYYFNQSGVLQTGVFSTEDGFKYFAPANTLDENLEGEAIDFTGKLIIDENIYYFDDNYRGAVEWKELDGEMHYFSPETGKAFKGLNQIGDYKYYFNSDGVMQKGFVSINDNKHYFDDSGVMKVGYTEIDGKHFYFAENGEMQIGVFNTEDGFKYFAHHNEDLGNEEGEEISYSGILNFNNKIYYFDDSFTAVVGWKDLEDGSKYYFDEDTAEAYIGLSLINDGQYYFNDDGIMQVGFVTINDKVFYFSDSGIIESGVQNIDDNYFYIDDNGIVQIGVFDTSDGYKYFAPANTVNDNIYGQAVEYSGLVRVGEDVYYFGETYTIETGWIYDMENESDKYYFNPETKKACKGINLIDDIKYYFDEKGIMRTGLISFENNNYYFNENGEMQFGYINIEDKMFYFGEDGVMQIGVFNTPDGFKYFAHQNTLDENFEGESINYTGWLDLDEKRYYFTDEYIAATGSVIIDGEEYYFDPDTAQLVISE
CCHFV vOTU inh – blocks the CCHF virus ovarian tumor domain protease | 370,000 tested, 0.55% active | inhibition, % at 11.5 µM | CCHFV vOTU protease, Pep-AMC fluorescence; in the data active means inhibition above about 30%; further: 0% = vehicle wells with enzyme and 100% = no enzyme wells
BoNT-F LC inh – blocks Botulinum neurotoxin F light chain protease; Multiplex microsphere protease cleavage assay, flow cytometry; 360,000 tested, 0.22% active; inhibition, % at 10 µM; in the data active means inhibition above about 35%, passing the limit was not always enough; inconclusive means no clear call, values can overlap the other calls; further: plate controls were buffer without enzyme for full effect and enzyme alone for no effect
Anthrax LF prot – inhibitors of Bacillus anthracis lethal factor protease | inhibition, % at 10 µM | multiplex microsphere protease cleavage assay, LF | 360,000 tested, 0.12% active; further: plate controls were buffer without enzyme for full effect and enzyme alone for no effect
BoNT A protease – inhibitors of Botulinum neurotoxin A light chain protease. multiplex microsphere protease substrate cleavage, flow cytometry. inhibition, % at 10 µM. 360,000 tested, 0.17% active. AID 588499; further: plate controls were buffer without enzyme for full effect and enzyme alone for no effect
Active calls of the source: *; ? = inconclusive; nt = no result given; & = joins results of further samples. Unless noted, no stated cut-off is given here; in the data, active means inhibition above about 30%; inconclusive means no clear call, values can overlap the other calls; inactive means below that.

Order of results: BoNT-F LC inh	Anthrax LF prot	TcdB GH inh	Yp Topo-I inh	PfHsp40 yeast	CCHFV vOTU inh	BoNT A protease	PrPC surface inh	FadD28 FP inh
C[C@H](CO)N1C[C@H](C)[C@@H](CN(C)S(=O)(=O)c2cn(C)cn2)Oc2ccc(NC(=O)C3CC3)cc2C1=O
  6	-3	-0.2&-0.2	0	0.4	-2	-0.2	-4	1.8
Cc1cc(C)cc(NC(=O)CCC(=O)Nc2nnc(C(C)C)s2)c1
  0	2	1.0	2	-1.1	13	-1.3	-11	0.8
CC(C)C[C@@H](CO)N1CCNCCC1=O
  0	-4	0.3	3	-0.5	4	-0.1	-5	0.9
O=C(CN(CCN1CCOCC1)C(=O)Cn1nnc(-c2ccc(F)cc2)n1)NC1CCCCC1
  4	-2	nt	4	0.1	-12	-0.1	-1	-3.5
CCOC(=O)N1CCN(C(=O)CN2C(=O)NC(c3ccccc3)(c3ccccc3)C2=O)CC1
  -2	3	0.1	7	1.2	-2	0.9	-5	-3.1
O=c1cc(CSc2ccc(S(=O)(=O)N3CCCCC3)cn2)nc2sccn12
  -6	2	nt	-3	1.0	4	-0.1	0	-0.9
c1ccc(-c2cc3ccccc3cn2)cc1
  0	-2	1.2	6	0.7	13	0.2	-5	-2.7
O=C(NCCN1CCOCC1)c1ccc2c(c1)N(Cc1c(F)cccc1Cl)C(=O)c1ccccc1S2
  -2	-1	2.0	17	0.6	-3	0.5	3	-3.4
CCCCC[C@H]1CN(C2CCCCC2)C(=O)[C@@H]1CC(=O)NCc1ccccc1
  4	-4	1.5	20	3.6	21	0.5	1	-3.0
O=C1CN(C(=O)c2ccccn2)c2ccccc2N1
  2	-3	nt	5	0.5	4	0.3	0	-3.0
COc1ccccc1-c1ccc2nnc(SC)n2n1
  -1	4	-0.3	-6	-2.9	5	2.2	-1	-2.4
Cc1ccc(/C=C2/SC(=S)N(CCCC(=O)Nc3ccc(O)cc3)C2=O)cc1
  -6	-4	0.5	11	0.6	6	-0.7	-3	-4.1
COc1ccc(/C=N/NC(=O)COc2ccc3ccccc3c2)c(C(=O)O)c1OC
  -2	-1	-2.9	-1	1.5	4	-0.9	-4	-3.0
C=CCn1c(N)c(C(=O)OCC(C)C)c2nc3ccccc3nc21
  10	3	nt	0	3.8	-134	4.5	0	-5.0
Cc1cc(Cl)ccc1NC(=S)NCCc1ccc(Cl)cc1
  ?	1	-7.2	-2	8.3	9	0.4	12	-2.8
CN(C)S(=O)(=O)c1cccc(C(=O)Nc2cc3c(cc2C(=O)O)OCCCO3)c1
  24	-1	1.5	1	-1.3	1	-0.1	-4	nt
Cc1ccccc1-n1c(CNc2ccccc2)nc2ccccc2c1=O
  3	7	2.1	-7	nt	-12	0.1	-3	-3.3
O=c1cc(O)nc(SCc2ccccc2Cl)[nH]1
  0	1	nt	-1	0.2	11	0.3	-7	-3.0
CCOc1ccc(N=C2NC(=O)S/C2=C\c2ccc(N(C)C)cc2)cc1
  -4	-6	nt	7	0.4	-5	1.0	-3	1.7
O=C(O)Cn1c2ccccc2c2nc3ccccc3nc21
  2	0	nt	1	nt	nt	2.1	nt	-3.0

Three entries from above, sorted by number of heavy atoms, ascending:
Order of results: BoNT-F LC inh	Anthrax LF prot	TcdB GH inh	Yp Topo-I inh	PfHsp40 yeast	CCHFV vOTU inh	BoNT A protease	PrPC surface inh	FadD28 FP inh
O=c1cc(O)nc(SCc2ccccc2Cl)[nH]1
  0	1	nt	-1	0.2	11	0.3	-7	-3.0
C=CCn1c(N)c(C(=O)OCC(C)C)c2nc3ccccc3nc21
  10	3	nt	0	3.8	-134	4.5	0	-5.0
Cc1ccc(/C=C2/SC(=S)N(CCCC(=O)Nc3ccc(O)cc3)C2=O)cc1
  -6	-4	0.5	11	0.6	6	-0.7	-3	-4.1

(continued)
Order of results: BoNT-F LC inh	Anthrax LF prot	TcdB GH inh	Yp Topo-I inh	PfHsp40 yeast	CCHFV vOTU inh	BoNT A protease	PrPC surface inh	FadD28 FP inh
COc1ccc(/C=C/c2nc(C)c(-c3ccccc3)c(=O)[nH]2)cc1OC
  -1	-1	0.1	9	1.1	-1	-0.8	-4	-1.0
Cc1ccc(S(=O)(=O)NCCC(=O)NNC(=O)COc2ccccc2Cl)cc1C
  0	-4	1.0	5	-1.0	5	-0.7	4	-0.8
N#CC1=C(N)N(c2ccccc2)C2=C(C(=O)CCC2)C1c1cccs1 (configuration not stated)
  -8	?	nt	16	0.4	3	-2.8	-10	-5.0
COc1cc(/C=N/NC(=O)c2cccnc2)ccc1OCC(=O)Nc1ccc(C)cc1
  0	-3	0.1	14	-0.3	-14	0.3	-7	-4.0
O=C1C(=O)N(C2CCS(=O)(=O)C2)C(c2cccc(O)c2)/C1=C(/O)c1ccc(Cl)cc1 (configuration not stated)
  -10	-2	-0.4	2	-0.7	20	6.4	1	-1.1
CC(Oc1ccc(Br)cc1Br)C(=O)Nc1cccnc1Cl (configuration not stated)
  -4	1	1.5	0	-0.5	-4	1.7	4	-0.2
Cc1cn(C(=O)CN2C(=O)c3ccccc3C2=O)c(C)n1
  -16	-2	nt	-1	0.0	9	-0.6	-3	-2.3
Cc1ccc(C)c(CN2CCC(n3nnc4cc(F)ccc43)CC2)c1
  2	-3	nt	-5	-0.5	6	0.7	4	-0.4
CCn1c(SCC(=O)Nc2ccc(Cl)cc2)nc2nc3c(cc2c1=O)CCCC3
  5	-2	nt	5	1.4	4	1.6	4	-0.3
CC(=O)NC(CC(=O)Nc1cccc(S(=O)(=O)N2CCOCC2)c1)c1ccccc1 (configuration not stated)
  1	-1	2.7	0	0.8	2	2.1	6	-1.2
COCCSc1ccccc1C(=O)Nc1ccncc1
  8	-3	5.7	1	-1.4	-5	-0.4	-4	-1.8
NC(=O)CC(NC(=O)c1ccccc1)c1ccc(NCCN2CCOCC2)c([N+](=O)[O-])c1 (configuration not stated)
  1	1	0.5	-11	-1.2	-3	-0.1	-20	-0.3
CCOc1ccc(Nc2nc(Cc3nnc(SCC(N)=O)o3)cs2)cc1
  0	0	0.8	9	3.1	-15	1.5	9	-2.8
COc1ccc2cc(-c3[nH]ncc3CN3CCCC3c3nonc3C)ccc2c1 (configuration not stated)
  -1	0	2.0	11	0.7	-8	-1.3	-12	-0.5
O=C1NC[C@@H](CCCCN2C[C@H](Cc3ccccc3)N(CCc3ccc(O)cc3)C(=O)C2=O)N(CCc2ccccc2)C1=O
  -1	3	3.7	nt	nt	0	0.0	-6	nt
O=C(Cc1ccccc1)Nc1ccc(N2CCCCC2)cc1
  0	-1	2.3	-10	-0.8	11	-0.6	14	-1.9
CCCCn1nnnc1C1(C)CCC(=O)N1Cc1cccnc1 (configuration not stated)
  -18	-6	0.9	nt	nt	-11	-1.2	-2	nt
CCc1ccc(NC(=O)C2CCCN(S(=O)(=O)c3ccc4c(c3)CC(C)N4C(C)=O)C2)cc1 (configuration not stated)
  -2	-1	0.2	18	-0.2	10	0.1	17	-6.8
CCc1ccc(-c2cnc3nc[nH]c(=O)c3n2)cc1
  ?	0	-1.1	-3	0.4	-90	-3.1	-28	-2.2
CCCCNC(=O)c1ccc(S(=O)(=O)c2ccc(Cl)cc2)c(NC(C)=O)c1
  8	2	nt	-7	0.7	-17	6.2	6	-1.9
CN1CCN(C(=O)C2=C[C@H](C(C)(C)C)C[C@H](OCCCCO)O2)CC1
  6	-3	2.2	9	-2.0	-4	0.0	4	-1.0
Cc1cccn2c(=O)nc(SCC(=O)N3CCC(C)CC3)nc12
  -8	3	1.6	12	?	-5	-0.4	-8	0.6
O=C(NCc1ccco1)C1CC(c2ccc(F)cc2)=NO1 (configuration not stated)
  -1	-3	-0.8	-2	-1.3	15	-0.6	-1	0.4
O=C(O)c1ccc(CN2CCCCC2)o1
  -1	1	0.5	9	-1.9	0	-1.1	-3	-0.5
Cc1ccc(C)c2c1cc(C)c1nnc(SCC(=O)NCc3ccc4c(c3)OCO4)n12
  -7	-1	10*	24	-0.1	-14	-1.4	5	-4.4
O=C1c2ccccc2C(Nc2cccnc2)N1Cc1ccc2c(c1)OCO2 (configuration not stated)
  -4	0	1.9	6	-1.9	-3	0.0	-4	-1.6
Cc1ccccc1-c1ccc(=O)n(CC(=O)Nc2ccc(-n3cnnn3)cc2)n1
  -3	-8	1.1	7	-1.1	1	-1.5	-5	-4.5
COc1ccc(CCNc2nc(Cl)nc(NC(C)(C)CO)n2)cc1OC
  ?	-4	1.9	-2	-0.3	3	-1.1	-2	-0.3
Cc1cc2ccccc2nc1SCC(=O)N1CCCC1
  0	-4	nt	18	0.6	5	-0.1	1	-0.8
CCc1ccc(C2C3=C(CCCC3=O)OC3=C2C(=O)CCC3)cc1
  4	3	1.1	1	-0.3	-14	0.2	-7	-0.7
COCCn1c(SCC(=O)NC2CCCC2)nc2ccccc2c1=O
  1	2	-0.1	-11	-1.0	-3	-0.8	-8	-1.6
C=CCn1c(SCc2ccc(C(=O)Nc3ccccc3)cc2)nnc1-c1ccccc1
  -6	-1	0.5	-3	-0.2	nt	-0.1	nt	-0.5
Cc1nn(C)c(C)c1S(=O)(=O)N(CC(=O)NCCCOC(C)C)c1ccc(C(C)C)cc1
  -2	2	nt	21	1.3	-5	-0.1	-2	0.5
NC(=O)c1nn(-c2ccc(Cl)cc2Cl)c(=O)cc1O
  4	-8	1.4	-12	0.6	3	-0.7	4	-3.0
C/C(=C\c1ccco1)CN1CCN(Cc2ccc(C)o2)C(CCO)C1 (configuration not stated)
  -1	3	-1.1	-1	-2.5	-10	0.3	-2	-0.9
CCOC(=O)c1[nH]ncc1CN1CCC(Cc2ccccc2)(C(=O)OCC)CC1
  8	3	0.7	-3	2.0	-3	-1.2	3	-0.7
CN1C(c2ccccc2)CCOS1(=O)=O (configuration not stated)
  1	-1	2.9	11	-2.3	1	0.5	-5	-1.2
Cc1ccc2n(n1)c(=O)c(Cc1ccccc1)c([O-])[n+]2-c1ccccc1
  22	8	nt	6	-0.5	-14	1.6	-28	-3.2
CCN(Cc1ccncc1)C(=O)c1ccccc1NS(=O)(=O)c1ccc(F)cc1
  1	-7	1.3	1	1.3	0	-1.4	2	-1.9
CC(C)(C)NC(=O)c1ccc2c(c1)N(CC(=O)NC1CCCC1)C(=O)C(C)(C)O2
  3	-3	0.0	-1	-0.4	-10	0.7	-5	-3.7
O=C1NC(=O)N(Cc2ccccc2)C(=O)C1Cc1ccccc1 (configuration not stated)
  -10	5	0.5	7	-1.3	0	0.1	-2	-4.4
Nc1c(-c2ccccc2)c(CSc2nc3ccccc3[nH]2)nn1-c1cccc(Cl)c1
  -6	-3	-0.2	0	0.3	-3	-0.5	12	-1.9
Cc1cccc(NC(=O)CSc2nnc(-c3ccncc3)n2C)c1
  6	2	nt	17	2.3	-8	0.4	1	0.1
